Source: PubChem (The Scripps Research Institute Molecular Screening Center)
FXN GAA850 act: increases GAA850 frataxin promoter reporter activity; HEK293 lucGAA850 FXN promoter luciferase reporter, 24 h; percent of 10 µM SAHA response; activation, % at 6 µM; actives 0.56% (n = 360,000);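 active = activation above the average of all compounds screened plus 3 SD, cutoff fixed separately per campaign, cut at about 7.5% in these data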;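 note: 0% = DMSO wells and 100% = 10 µM SAHA wells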
hcDAF-12 act: activators of H. contortus DAF-12 nuclear receptor; actives 1.4% (n = 370,000); activation, % at 6.8 µM; HEK293 hcDAF-12 lit1-tk-luc reporter, luminescence; 0% DMSO, 100% Δ7-dafachronic acid;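 active = activation above the mean of all tested compounds plus 3 SD, cut at about 5.5% in these data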;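 note: 100% = response to 3 µM Δ7-dafachronic acid high control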
PLCg1 inh: blocks human PLC-gamma1 enzyme activity; purified PLC-gamma1, fluorogenic substrate, fluorescence; inhibition, % at 12.2 µM; actives 0.84% (n = 370,000); AID 720700; in the data active = inhibition above about 9.5%
hgDAF12 agonist: agonists of H. glycines DAF-12 nuclear receptor | HEK293 GAL4-hgDAF12 UAS-luciferase reporter, agonist luminescence; normalized to butyrate control | activation, % at 6.8 µM | actives 1.8% (n = 370,000);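 active = activation above a cutoff set at the mean of all screened compounds plus 3 SD, cut at about 10% in these data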;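 note: 0% = DMSO wells and 100% = sodium butyrate wells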
ssDAF-12 act: activates DAF-12 receptor from parasite S. stercoralis | AID 652126 | activation, % at 6.8 µM | actives 1% (n = 370,000) | HEK293 ssDAF-12/GRIP1 lit1-tk-luc reporter, luminescence; % of 3 µM dafachronic acid response;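 active = activation above the mean over all tested compounds plus 3 SD, cut at about 0.9% in these data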;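 note: 0% = DMSO-only wells and 100% = 3 µM delta7-dafachronic acid wells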
ADAM17 inh: ADAM17 inhibition, QFRET primary screen; recombinant ADAM17, EDANS/DABCYL FRET peptide cleavage; actives 0.83% (n = 370,000); AID 720648; P78536; inhibition, % at 6.95 µM;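 active = inhibition above the mean of compounds lying between control limits plus 3 SD, set per campaign, cut at about 8.5% in these data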;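 note: 0% = DMSO-only wells as the low control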
DAX1 inh-1: inhibitors of DAX1 repression of SF-1 activated StAR promoter | HEK293T StAR-luciferase reporter, SF-1/DAX-1 repression relief | inhibition, % at 6.8 µM | actives 1.1% (n = 370,000) | AID 652010;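 active = inhibition above the mean over all tested compounds plus 3 SD, cut at about 3.6% in these data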;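 note: 0% = DAX-1 cells with DMSO and 100% = cells lacking DAX-1 with DMSO; higher inhibition means more luminescence from relief of DAX-1 repression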
ADAM10 inh: inhibits human ADAM10. O14672. recombinant ADAM10, EDANS/DABCYL FRET peptide cleavage, 3 h. inhibition, % at 7 µM. actives 0.62% (n = 370,000);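 active = inhibition above a per-campaign cutoff equal to the mean of compounds falling between control-based bounds plus 3 SD, cut at about 20% in these data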;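 note: 0% = DMSO wells while the 100% control is not disclosed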
sPLA2-III inh: Blocks human group III sPLA2 activity | Q9NZ20 | QFRET BODIPY PC-A2 liposome hydrolysis, fluorescence | inhibition, % at 12.2 µM | actives 0.56% (n = 370,000);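 active = inhibition above mean plus 3 SD of compounds lying within the high and low control bounds, cut at about 19% in these data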;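 note: 0% = median of test compound wells and 100% = no enzyme DMSO wells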
PLC-beta3 inh: inhibitors of human phospholipase C beta3; Purified PLC-beta3, fluorogenic substrate, fluorescence; Q01970; actives 0.18% (n = 370,000); AID 720704; inhibition, % at 12.2 µM; in the data active = inhibition above about 11%;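 note: 0% = median of compound wells on plate and 100% = full blocker control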
DAX1 inh-2: inhibitors of human orphan nuclear receptor DAX1 (NR0B1); P51843; HEK293 Gal4-DAX1 luciferase reporter, luminescence; inhibition, % at 6.75 µM; actives 0.99% (n = 340,000); AID 504766;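 active = inhibition above the mean over all tested compounds plus 3 SD, cut at about 4.2% in these data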;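 note: 0% = DAX1-transfected cells with DMSO and 100% = empty-vector control cells with DMSO; inhibition shows as a rise in luminescence from relieved DAX1 repression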
Active calls of the source: *.

Screening CC(C)COC(=O)N(C)C[C@@H]1OCc2cnnn2CCCC(=O)N([C@@H](C)CO)C[C@H]1C returned FXN GAA850 act 0.9, hcDAF-12 act 1.5, PLCg1 inh 0.7, hgDAF12 agonist 4.8, ssDAF-12 act -1.0, ADAM17 inh -3.1, DAX1 inh-1 -0.4, ADAM10 inh -18.3, sPLA2-III inh 4.1, PLC-beta3 inh 0.2 and DAX1 inh-2 1.1.
Screening CCCCN1CC(C)(C)[C@H](CC(=O)NC)C1=O returned FXN GAA850 act -1.3, hcDAF-12 act 3.2, PLCg1 inh 0.6, hgDAF12 agonist 1.9, ssDAF-12 act -0.2, ADAM17 inh 0.1, DAX1 inh-1 -0.4, ADAM10 inh -0.4, sPLA2-III inh 0.3, PLC-beta3 inh -55.5 and DAX1 inh-2 1.4.
Cc1ccc(NC(=S)/C(C#N)=C2/Nc3ccccc3S2)cc1 was read as FXN GAA850 act -1.5, hcDAF-12 act 0.0, PLCg1 inh -15.6, hgDAF12 agonist -1.9, ssDAF-12 act -0.8, ADAM17 inh 2.4, DAX1 inh-1 -0.9, ADAM10 inh 7.7, sPLA2-III inh -42.9, PLC-beta3 inh -19.6 and DAX1 inh-2 -1.2.
For CC(C)C(=O)Nc1ccc(C(=O)CSc2nnc(C3CC3)n2C2CC2)cc1 the results were FXN GAA850 act 0.3, hcDAF-12 act 0.6, PLCg1 inh 8.1, hgDAF12 agonist 0.7, ssDAF-12 act -1.4, ADAM17 inh 4.5, DAX1 inh-1 1.9, ADAM10 inh 2.7, sPLA2-III inh -36.8, PLC-beta3 inh -4.5 and DAX1 inh-2 -0.2.
`Cc1ccc(CNC(=O)COC(=O)c2cc3c(s2)CCC(C)C3)cc1` (centres undefined) gave FXN GAA850 act -1.8, hcDAF-12 act 1.7, PLCg1 inh -1.4, hgDAF12 agonist 4.7, ssDAF-12 act -1.5, ADAM17 inh 0.9, DAX1 inh-1 -0.2, ADAM10 inh -1.3, sPLA2-III inh -4.6, PLC-beta3 inh -3.4 and DAX1 inh-2 -1.1.
Screening COc1ccc(NC(=O)C2c3ccccc3OCC(=O)N2CCc2ccccc2)cc1 (centres undefined) returned hcDAF-12 act 2.2, PLCg1 inh 1.4, hgDAF12 agonist 0.9, ssDAF-12 act 0.2, ADAM17 inh -2.4, DAX1 inh-1 0.2, ADAM10 inh -0.4, sPLA2-III inh -5.9 and PLC-beta3 inh 0.3.
Screening CSc1nc2ccc(NC(=O)c3ccc(=O)[nH]c3)cc2s1 returned FXN GAA850 act 1.9, hcDAF-12 act -0.1, PLCg1 inh -1.5, hgDAF12 agonist 0.1, ssDAF-12 act -1.0, ADAM17 inh -2.1, DAX1 inh-1 -0.3, ADAM10 inh -11.2, sPLA2-III inh 4.6, PLC-beta3 inh -7.8 and DAX1 inh-2 -1.7.
`CC(C)(C)c1ccc(C(=O)NCC(=O)NCc2ccccn2)cc1` gave FXN GAA850 act 0.8, hcDAF-12 act 0.7, PLCg1 inh 2.6, hgDAF12 agonist 0.1, ssDAF-12 act -1.4, ADAM17 inh -0.2, DAX1 inh-1 0.8, ADAM10 inh -3.8, sPLA2-III inh -2.8, PLC-beta3 inh -1.1 and DAX1 inh-2 -0.5.
`Cc1ccc(-c2nc(SCC(=O)N(C)C3CCS(=O)(=O)C3)[nH]c2-c2ccc(C)cc2)cc1` (centres undefined) gave FXN GAA850 act -1.3, hcDAF-12 act -1.6, PLCg1 inh -2.4, hgDAF12 agonist -2.7, ssDAF-12 act -2.0, ADAM17 inh -2.3, DAX1 inh-1 -1.0, ADAM10 inh 1.4, sPLA2-III inh -4.0, PLC-beta3 inh -8.0 and DAX1 inh-2 0.1.
`O=C(CCN1CCN(C(=O)c2ccccc2)CC1)c1ccc(Br)cc1` gave FXN GAA850 act 0.5, hcDAF-12 act -1.8, PLCg1 inh 2.2, hgDAF12 agonist 0.3, ssDAF-12 act -0.8, ADAM17 inh 1.5, DAX1 inh-1 0.0, ADAM10 inh 0.3, sPLA2-III inh -3.8, PLC-beta3 inh 5.0 and DAX1 inh-2 1.6.
`CC(Sc1nnnn1C1CC1)C(=O)N1CC(=O)Nc2ccccc21` (centres undefined) gave FXN GAA850 act -0.3, hcDAF-12 act -0.1, PLCg1 inh 2.3, hgDAF12 agonist -0.1, ssDAF-12 act -1.3, ADAM17 inh -3.5, DAX1 inh-1 1.0, ADAM10 inh -15.2, sPLA2-III inh 10.2, PLC-beta3 inh -7.4 and DAX1 inh-2 1.0.
`CCN1C(=O)c2ccc(C(=O)Nc3ccc4c(c3)OCO4)cc2C1=O` gave FXN GAA850 act 2.7, hcDAF-12 act -0.6, PLCg1 inh 7.7, hgDAF12 agonist 2.1, ssDAF-12 act -0.1, ADAM17 inh -0.8, DAX1 inh-1 -0.2, ADAM10 inh -3.6, sPLA2-III inh 6.4, PLC-beta3 inh -2.5 and DAX1 inh-2 0.6.
Cc1c(C(=O)O)cnc2c([N+](=O)[O-])cnn12 was read as FXN GAA850 act 0.6, hcDAF-12 act 0.3, PLCg1 inh 3.6, hgDAF12 agonist -0.1, ssDAF-12 act -0.6, ADAM17 inh -1.8, DAX1 inh-1 -0.1, ADAM10 inh -6.2, sPLA2-III inh -4.5, PLC-beta3 inh 2.5 and DAX1 inh-2 0.1.
For O=C(CCN1CCN(c2ccc(F)cc2)CC1)Nc1ccccc1F the results were FXN GAA850 act -0.8, hcDAF-12 act -2.2, PLCg1 inh 0.0, hgDAF12 agonist -2.3, ssDAF-12 act -1.6, ADAM17 inh -4.3, DAX1 inh-1 -0.7, ADAM10 inh -2.0, sPLA2-III inh 2.0, PLC-beta3 inh 3.2 and DAX1 inh-2 0.3.
Cc1cc(C)cc(N=c2c([N+](=O)[O-])nn(-c3ccc(Cl)cc3)n2O)c1 was read as FXN GAA850 act 1.1, hcDAF-12 act 2.1, PLCg1 inh 1.7, hgDAF12 agonist -2.9, ssDAF-12 act -1.2, ADAM17 inh -0.2, DAX1 inh-1 -0.5, ADAM10 inh 6.0, sPLA2-III inh 5.2, PLC-beta3 inh -2.9 and DAX1 inh-2 0.2.
Screening CCOC(=O)c1nn(-c2ccc(F)cc2)c(C)c1C(C)=O returned FXN GAA850 act 4.5, hcDAF-12 act -0.2, PLCg1 inh 3.6, hgDAF12 agonist -2.6, ssDAF-12 act -1.3, ADAM17 inh 7.4, DAX1 inh-1 0.8, ADAM10 inh 4.5, sPLA2-III inh 1.8, PLC-beta3 inh 8.3 and DAX1 inh-2 -0.1.
COC(=O)[C@H]1CCCN1C(=O)Nc1cccc(Oc2c(F)c(F)c(F)c(F)c2F)c1 was read as FXN GAA850 act 0.4, hcDAF-12 act -0.5, PLCg1 inh 6.7, hgDAF12 agonist -3.2, ssDAF-12 act -1.3, ADAM17 inh 3.3, DAX1 inh-1 -1.1, ADAM10 inh 4.8, sPLA2-III inh 3.9, PLC-beta3 inh 6.3 and DAX1 inh-2 0.3.
Screening COc1cc(C(=O)NNC(=O)CCOc2ccccc2C)cc(OC)c1OC returned FXN GAA850 act -0.1, hcDAF-12 act -0.8, PLCg1 inh 0.6, hgDAF12 agonist 2.0, ssDAF-12 act -1.8, ADAM17 inh -3.0, DAX1 inh-1 -1.2, ADAM10 inh -3.8, sPLA2-III inh -1.6, PLC-beta3 inh 0.2 and DAX1 inh-2 0.3.
For CCON1C(=O)C(C)(C)N(OCC)C(=O)C1(C)C the results were FXN GAA850 act 1.5, hcDAF-12 act -3.0, PLCg1 inh -0.4, hgDAF12 agonist -0.2, ssDAF-12 act -1.3, ADAM17 inh -3.4, DAX1 inh-1 -0.2, ADAM10 inh -4.8, sPLA2-III inh 0.4, PLC-beta3 inh -7.0 and DAX1 inh-2 0.5.
C=CCc1ccccc1OCC(O)CNC(=O)c1ccccc1C(=O)O (centres undefined) was read as FXN GAA850 act 0.8, hcDAF-12 act 0.2, PLCg1 inh 2.4, hgDAF12 agonist -0.2, ssDAF-12 act -0.8, ADAM17 inh -1.9, DAX1 inh-1 0.5, ADAM10 inh 0.6, sPLA2-III inh -1.6, PLC-beta3 inh -6.2 and DAX1 inh-2 -1.0.
For O=C1CC(N2CCN(c3ccc(F)cc3)CC2)C(=O)N1Cc1ccc(N2CCCC2=O)cc1 (centres undefined) the results were FXN GAA850 act 0.0, hcDAF-12 act -2.2, PLCg1 inh 0.2, hgDAF12 agonist -1.6, ssDAF-12 act -1.6, ADAM17 inh -3.5, DAX1 inh-1 -1.2, ADAM10 inh 5.0, sPLA2-III inh 0.5, PLC-beta3 inh 1.9 and DAX1 inh-2 -1.2.
Nc1c(C(=O)OCC2CCCO2)c2nc3ccccc3nc2n1-c1ccc2c(c1)OCCO2 (centres undefined) was read as hcDAF-12 act -4.2, PLCg1 inh -69.5, hgDAF12 agonist -5.8, ssDAF-12 act -2.1, ADAM17 inh -33.6, DAX1 inh-1 -1.5, ADAM10 inh -109.1, sPLA2-III inh -10.6 and PLC-beta3 inh -85.5.
`Cc1ccsc1C(=O)N1CCN(S(=O)(=O)c2cccs2)CC1` gave FXN GAA850 act -0.5, hcDAF-12 act 0.5, PLCg1 inh 0.8, hgDAF12 agonist -1.8, ssDAF-12 act -1.6, ADAM17 inh -2.3, DAX1 inh-1 0.2, ADAM10 inh 1.7, sPLA2-III inh 1.8, PLC-beta3 inh -5.0 and DAX1 inh-2 1.0.
For C#CCn1cc2c(c1-c1ccccc1)c(=O)n(C)c(=O)n2C the results were FXN GAA850 act 2.8, hcDAF-12 act -0.7, PLCg1 inh -8.4, hgDAF12 agonist -0.3, ssDAF-12 act -1.2, ADAM17 inh -3.9, DAX1 inh-1 -0.8, ADAM10 inh -15.5, sPLA2-III inh -0.8, PLC-beta3 inh -11.8 and DAX1 inh-2 0.0.
Screening O=C(O)C1CCN(Cc2cccnc2)CC1 returned FXN GAA850 act 0.8, hcDAF-12 act -1.9, PLCg1 inh 0.9, hgDAF12 agonist -1.1, ssDAF-12 act -1.4, ADAM17 inh -0.6, DAX1 inh-1 0.8, ADAM10 inh 0.1, sPLA2-III inh 4.5, PLC-beta3 inh 3.2 and DAX1 inh-2 1.0.
Screening C/C(=N\Nc1ccccn1)c1cccs1 returned FXN GAA850 act 3.2, hcDAF-12 act 2.9, PLCg1 inh 1.4, hgDAF12 agonist 10.3, ssDAF-12 act -0.4, ADAM17 inh -0.8, DAX1 inh-1 3.9*, ADAM10 inh 2.9, sPLA2-III inh 2.8, PLC-beta3 inh -2.5 and DAX1 inh-2 2.6.
C/C(CC(=O)Nc1ccccn1)=N\NC(=O)c1ccccc1O was read as FXN GAA850 act 2.2, hcDAF-12 act 10.6*, PLCg1 inh -21.3, hgDAF12 agonist -0.9, ssDAF-12 act 1.0*, ADAM17 inh -27.5, DAX1 inh-1 0.3, ADAM10 inh -69.9, sPLA2-III inh 8.4, PLC-beta3 inh -35.7 and DAX1 inh-2 1.1.
